Bioassay records as filed in PubChem BioAssay.
MsrA inh: bovine MsrA inhibition | purified bovine MsrA, absorbance read-out | inhibition, % at 15.5 µM | 360,000 compounds, 0.75% hits | AID 651718; in the data active = inhibition above about 4.5%;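 note: 0% = vehicle wells with enzyme and 100% = reference inhibitor wells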
CendR NRP1 mod: modulators of CendR peptide binding to human neuropilin-1; O14786; FAM-RPARPAR peptide binding to NRP-1, fluorescence polarization; inhibition, % at 25 µM; 360,000 compounds, 0.85% hits; AID 602438;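 active = inhibition or corrected inhibition above about 18%, plus a signal ratio from 0.5 to 1.5, limit read from the data, passing the limit was not always enough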; note: strong numbers were not always called active
Target sequence (O14786 whole entry, looked up): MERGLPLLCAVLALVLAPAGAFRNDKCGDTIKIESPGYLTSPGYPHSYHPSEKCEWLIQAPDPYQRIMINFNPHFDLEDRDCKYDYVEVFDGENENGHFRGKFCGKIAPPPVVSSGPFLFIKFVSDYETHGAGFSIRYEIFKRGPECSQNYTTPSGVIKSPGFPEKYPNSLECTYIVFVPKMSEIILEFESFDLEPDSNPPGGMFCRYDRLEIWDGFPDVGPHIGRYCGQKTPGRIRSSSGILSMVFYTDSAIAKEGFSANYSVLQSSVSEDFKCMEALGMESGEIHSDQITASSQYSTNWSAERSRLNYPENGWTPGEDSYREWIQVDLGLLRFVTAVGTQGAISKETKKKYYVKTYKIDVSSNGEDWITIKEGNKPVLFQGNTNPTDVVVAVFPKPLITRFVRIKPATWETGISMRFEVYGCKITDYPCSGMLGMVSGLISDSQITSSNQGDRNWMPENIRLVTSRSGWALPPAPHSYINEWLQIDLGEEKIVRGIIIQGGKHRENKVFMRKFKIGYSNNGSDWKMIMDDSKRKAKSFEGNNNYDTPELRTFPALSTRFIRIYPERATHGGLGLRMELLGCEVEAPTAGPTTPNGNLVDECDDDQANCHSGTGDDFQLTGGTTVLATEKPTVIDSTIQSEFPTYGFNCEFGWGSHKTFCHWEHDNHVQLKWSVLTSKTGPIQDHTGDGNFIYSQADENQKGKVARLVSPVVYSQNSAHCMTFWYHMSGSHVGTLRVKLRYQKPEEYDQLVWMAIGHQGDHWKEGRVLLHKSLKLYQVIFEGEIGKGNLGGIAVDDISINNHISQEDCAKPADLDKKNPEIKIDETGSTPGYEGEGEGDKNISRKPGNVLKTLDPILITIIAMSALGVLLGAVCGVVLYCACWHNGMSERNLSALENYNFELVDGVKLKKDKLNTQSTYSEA
DNMT1 inh: inhibitors of human DNMT1. AID 588458. DNMT1 molecular beacon, Hinp1I cleavage, fluorescence. 360,000 compounds, 0.83% hits. P26358. inhibition (reported as % activation of signal), % at 10 µM; in the data active = inhibition above about 50%
Scp-1 inhibitor: inhibitors of human Scp-1 phosphatase; Q9GZU7; AID 493091; Recombinant Scp1, phosphopeptide, malachite green phosphate absorbance; 340,000 compounds, 0.88% hits; inhibition, % at 20 µM;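 active = inhibition above about 50% at 20 µM, limit read from the data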;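 note: plate controls were DMSO wells with enzyme for no effect and wells lacking enzyme for full effect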
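System: SCP-1 catalytic domain; Reagent: Phospho 17-mer peptide substrate; Doses: one concentration, 20 µM, with 1.0% DMSO; Incubation: 45 min room-temperature reaction, 5 min colour, 30 min stabiliser; Signal: Phosphate-binding colour reagent, absorbance read at 630 nm.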
SUMO1 PPI mod: alters human SUMO1 binding to SIM partners; inhibition, % at 20 µM; P63165; 360,000 compounds, 0.33% hits; SUMO1 binding to a labelled peptide, TR-FRET, 1 h; in the data active = inhibition above about 37%
Target sequence (P63165 whole entry, looked up): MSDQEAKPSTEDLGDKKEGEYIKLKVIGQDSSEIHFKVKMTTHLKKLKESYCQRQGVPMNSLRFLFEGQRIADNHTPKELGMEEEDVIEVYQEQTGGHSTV
eLon inh: inhibitors of E. coli Lon protease. P0A9M0. purified E. coli Lon protease, fluorescence polarization. inhibition, % at 7.94 µM. 360,000 compounds, 0.42% hits. AID 602123; in the data active = inhibition above about 13%, passing the limit was not always enough;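 note: 0% = enzyme with probe and DMSO and 100% = no enzyme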
STEP block: blocks human striatal-enriched tyrosine phosphatase; P54829; recombinant STEP, OMFP fluorogenic substrate, fluorescence; inhibition, % at 20 µM; 360,000 compounds, 0.25% hits;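 active = inhibition at 20 µM, scaled per plate between control wells, above about 37%, limit read from the data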;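 note: 0% = DMSO with enzyme and substrate and 100% = substrate only without enzyme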
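Test system: STEP tyrosine phosphatase / Reagent: OMFP at 25 µM / Doses: 20 µM, 1% DMSO / Read-out: percent inhibition scaled to no-enzyme and uninhibited-enzyme controls, plate-pattern corrected / Detection: FITC-channel fluorescence of OMFP product / Medium: Bis-Tris buffer pH 6.0, 2.5 mM DTT, 0.005% Tween 20 / Schedule: 20 min at room temperature, dark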
Tb MetRS inh: Trypanosoma brucei MetRS inhibition; AID 624268; purified T. brucei MetRS, ATP depletion, Kinase-Glo luminescence; inhibition, % at 11.9 µM; 360,000 compounds, 0.4% hits;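 active = inhibition above a per-plate cutoff of the control wells' mean inhibition plus 3 SD, cut at about 5.5% in these data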;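 note: 0% = DMSO wells median and 100% = median of wells with control inhibitor compound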
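Measured by: Kinase-Glo luciferase luminescence reporting remaining unconsumed ATP. Material: purified T. brucei MetRS enzyme. Doses: 11.9 µM compound single dose, 0.9% DMSO. Medium: HEPES buffer containing pyrophosphatase, BSA, spermine, DTT. Times: 15 min preincubation, 2 h reaction, all 25 °C. Reagent: methionine, ATP and bulk E. coli tRNA.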
LMPTP block: blocks human LMPTP phosphatase; P24666; recombinant LMPTP-A, OMFP fluorogenic substrate, fluorescence intensity; inhibition, % at 20 µM; 360,000 compounds, 0.22% hits; AID 651560;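 active = compounds that cut the enzyme signal by at least half of the control window in the single-dose screen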;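 note: plate controls were DMSO wells with enzyme plus substrate for no effect and substrate without enzyme for full effect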
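Buffer or medium: Bis-Tris pH 6.0, DTT, detergent; Assay system: LMPTP-A enzyme; Quantity: 0.625 nM enzyme; Detection: endpoint fluorescence intensity; Times: 50 min dark incubation at room temperature; Controls: substrate-only low control, DMSO enzyme-plus-substrate high control; Doses: single 20 µM dose; Read-out: percent inhibition versus substrate-only and uninhibited controls; Reagent: 400 µM OMFP.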
MsrA act: activators of bovine methionine sulfoxide reductase A | purified bovine MsrA, absorbance read-out | activation, % at 10.6 µM | 360,000 compounds, 0.3% hits | AID 602163; in the data active = activation above about 7.5%;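 note: 0% = vehicle and 100% = reference activator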
Active calls of the source: *; · = no result given.

Values run as follows: SUMO1 PPI mod	CendR NRP1 mod	eLon inh	Tb MetRS inh	MsrA inh	STEP block	Scp-1 inhibitor	DNMT1 inh	MsrA act	LMPTP block
C#CCOCCOCCOCCNc1nc(N2CCN(C(=O)CCCCCCCCCCNC(=O)Cn3cc(C[C@@H](C)O)nn3)CC2)nc(N2CCN(C(=O)CCCCCCCCCCNC(=O)[C@@H]([C@H](C)CC)n3cc(CCCCCN)nn3)CC2)n1
 : -142	2	-5	-0.5	·	7	35	-152	3	3.7
O=C(/C=C/c1cccs1)c1cc(Cl)ccc1OC(=O)N1CCOCC1
 : -16	1	2	-0.9	4.3	-1	-10	4	-13	1.5
C[C@@H](NC(=O)[C@@H]1CCCN1C(=O)[C@@H]1CCCN1C(=O)c1ccccc1)c1ccccc1
 : -1	-1	1	-1.4	0.8	·	·	·	-10	-1.4
CCCCOc1ccccc1C(=O)NCC(=O)O
 : 2	2	-10	0.0	-0.2	1	-5	1	-2	-0.5
CCOc1ccc(CNCCNC(=O)c2nonc2N)cc1
 : 1	-3	2	-0.1	-1.2	-1	-11	-1	-2	-2.7
COc1ccc(OC)c(-c2nnc(SCC(=O)NC3CCCCC3)o2)c1
 : 3	-15	4	-0.5	1.2	1	18	1	0	1.7
CC(=O)NC(CC(=O)NCCN1C(=O)S/C(=C\c2ccccc2)C1=O)c1ccccc1 (stereo unspecified)
 : -30	2	4	-1.0	4.6*	1	-1	0	-9	2.2
COc1ccc(-c2noc(CSc3nnc(Cc4ccccc4)n3-c3ccc(Cl)cc3)n2)cc1
 : 2	2	-2	-0.5	1.5	-1	2	-5	0	7.4
CCOC(=O)N(C)c1c(CC)nc2c(OCc3ccc(OC(F)F)cc3)cccn12
 : 1	-7	-6	-0.3	-0.2	0	·	-1	0	2.4
Cc1ccc(S(=O)(=O)NC(C)C(=O)OCC(=O)N(C)c2ccccc2)cc1 (stereo unspecified)
 : 6	10	-2	-0.2	0.7	4	-2	5	-2	-1.3
CC(=O)c1sc(Nc2nc(C)cc(C)n2)nc1C
 : 2	-8	-9	-0.5	·	-1	-2	6	-7	-1.1
Cc1nn(C)cc1-c1n[nH]c(=S)n1-c1ccc(Cl)cc1
 : 3	10	7	1.0	-0.2	2	-12	-2	2	-1.5
O=C(Nc1nc(-c2ccc3c(c2)OCCO3)cs1)C1CCCC1
 : -2	4	0	2.7	1.6	1	1	-6	-4	2.6
CC(=O)c1sc(NC(=O)COc2ccc([N+](=O)[O-])cc2)nc1C
 : -4	7	-10	-1.2	-0.2	3	-4	5	-3	0.0
CC1Cc2ccccc2N1C(=S)Nc1ccc(S(N)(=O)=O)cc1 (stereo unspecified)
 : -5	-3	-3	-0.4	0.9	1	-7	-8	-1	-0.3
O=C(CN(CC1CCCO1)C(=O)CNS(=O)(=O)c1ccc(F)cc1)NCCc1ccccc1 (stereo unspecified)
 : 6	-2	-2	-0.1	0.5	2	6	-1	-2	-1.3
CC(C)C[C@H]1CN(CCCC[C@H]2CNC(=O)C(=O)N2CCc2ccc(O)cc2)C(=O)C(=O)N1CCc1ccccc1
 : 5	-6	4	0.1	-0.9	·	·	·	-1	-0.2
CC(C)c1nnc(NC(=O)CCC(=O)NC2CC2)s1
 : -6	9	-3	0.1	-0.3	-3	-8	0	-5	-1.7
Cc1ccc2[nH]c(-c3ccccc3)cc(=O)c2c1
 : -1	0	12	0.5	1.4	2	-2	2	-2	-0.4
COc1ccc(N(C(=O)c2ccco2)C(C(=O)NC2CCCC2)c2ccc(N3CCOCC3)cc2)c(OC)c1 (stereo unspecified)
 : 0	4	3	-0.4	0.0	-1	-1	-3	-1	-0.4
CCN(CC(=O)Nc1c(F)cccc1F)C(=O)Cc1sc(C)nc1-c1ccc(F)cc1
 : -11	-2	3	-0.5	0.1	0	-1	-1	-7	-9.3
Cc1ccc[n+](CC(=O)c2ccc(NC(=O)c3ccccc3)cc2)c1C
 : 1	-1	-2	-0.1	1.1	1	-1	0	4	-1.3
CCOC(=O)C1=CN(CC)CCC1=O
 : 1	-17	-1	0.7	1.2	0	-8	3	-2	-1.1
COc1ccc(NC(=O)CSc2nc3c(c(=O)n2-c2ccc(F)cc2)SCC3)c(OC)c1
 : 8	4	8	-0.7	1.9	4	-7	-1	-4	0.6
FC(F)Sc1ccc(-n2c(-c3ccc(Cl)cc3)c[n+]3c2CCC3)cc1
 : -2	-2	-14	-0.3	-0.2	1	3	-2	-4	1.0
COc1ccc([C@@H]2C[C@H]3[C@@H](CN2S(=O)(=O)c2ccccc2)C(=O)C[C@@H](c2ccc(OC)cc2)N3S(=O)(=O)c2ccccc2)cc1
 : 4	1	0	-0.3	-0.3	-3	·	-11	-5	0.9
CCc1ccc(-n2c(Cn3nc(C(F)(F)F)cc3C)n[nH]c2=S)cc1
 : 3	3	-8	-1.0	-0.5	3	-6	3	4	-0.4
O=C1N=C(N2CCOCC2)SC1=Cc1ccco1
 : -16	14	1	-0.2	0.8	-2	-1	81*	-6	-0.8
O=C(NC(=S)NNC(=O)c1ccccc1O)c1ccc(F)cc1
 : 7	12	-8	-0.3	2.5	2	-11	-3	-2	-0.5
COc1ccc(Oc2ccccc2C#N)cc1
 : -4	8	-4	-1.1	-1.5	0	-4	-2	-10	1.0
Cc1cc(C(=O)CSc2nnc(-c3cccc(F)c3)n2N)c(C)n1Cc1ccc2c(c1)OCO2
 : 1	-10	1	-0.6	1.1	2	7	-9	-2	3.5
NCCCC(=O)N1c2ccccc2Sc2ccc(Cl)cc21
 : 4	13	-2	-0.6	-0.5	-4	-9	-1	-1	0.4
COc1cc2c(cc1OC)CN(C(=O)C1CCN(S(=O)(=O)c3ccccc3F)CC1)CC2
 : 2	-1	7	-0.8	1.5	0	3	-12	-6	0.6
CCON1C(=O)CN(C(=O)OC)C1c1ccc(Cl)cc1Cl (stereo unspecified)
 : 5	11	3	1.1	0.1	-2	-6	5	0	-1.2
CC1CCN(c2c(NCC3CCC(C(=O)N4CCCCC4)CC3)c(=O)c2=O)CC1 (stereo unspecified)
 : -2	7	2	0.1	0.0	0	0	-6	-4	-1.6
COC(=O)c1ccccc1NC(=O)c1ccccc1N(C)S(=O)(=O)c1ccccc1
 : -2	12	-3	-1.2	-1.8	0	-4	5	-7	-1.0
O=C(COC(=O)c1ccc(OC(F)(F)F)cc1)NCCN1C(=O)CSC1=O
 : 4	17	-4	-0.3	-1.6	1	-14	6	-2	0.1
COc1ccccc1CCNC(=O)CSc1nc(=O)[nH]c2c1CCC2
 : 7	-5	-3	-0.3	0.4	-2	-2	-1	-3	-0.9
C(=C\n1nnc2ccccc21)/c1ccccn1
 : -22	12	0	-0.1	2.3	2	-2	6	-5	-0.7
CCCN1CCN(S(=O)(=O)c2ccc(-c3cc(C)no3)s2)CC1
 : -16	-2	4	0.5	1.6	-1	-7	2	-2	-0.6
O=C(O)c1ccc(OCC(F)(F)F)nc1
 : 2	1	-7	-0.3	0.0	0	-10	3	-2	0.4
Nc1ccc2c3c(ccc([N+](=O)[O-])c13)CC2
 : -40	3	-5	-0.2	0.8	0	·	-4	-4	0.1
C[C@@H]1CN([C@@H](C)CO)C(=O)c2cc(C#Cc3cccc(F)c3)cnc2O[C@H]1CN(C)C(=O)C1CCCCC1
 : 8	2	-10	0.3	-2.1	1	·	3	-1	-1.4
COc1ccc(OCc2cc(C(=O)NCC3CCCCO3)no2)c(Cl)c1 (stereo unspecified)
 : 7	1	-4	1.0	-0.9	-3	-1	-2	-13	0.9
CN(C)C(=O)c1ccc2c(c1[N+](=O)[O-])C(=O)c1ccccc1C2=O
 : -4	10	8	-0.2	0.7	1	10	16	-3	-1.4
N/C(=N\OC(=O)Oc1ccccc1)c1cccc([N+](=O)[O-])c1
 : -13	-12	-14	-0.2	-0.3	2	-8	6	0	-1.0
COc1cc(-c2nnc(COC(=O)CSCC(=O)Nc3cc(C)on3)o2)cc(OC)c1OC
 : 5	-2	-5	-0.5	0.8	-2	-9	8	-3	-0.9
O=C(CNC(=O)c1ccc(Br)cc1)OC1CCOC1=O (stereo unspecified)
 : 1	2	-5	-0.1	1.1	-1	·	1	-5	1.4
COc1ccc(-c2cc(-c3ccccc3)n3ncnc3n2)cc1
 : -7	17	-11	0.1	2.6	4	3	4	-3	1.3
Fc1cc2[nH]c(=S)[nH]c2c(Br)c1N1CCSCC1
 : 9	3	0	1.0	0.7	1	-10	-5	-2	1.0

Carrying on.
Values run as follows: SUMO1 PPI mod	CendR NRP1 mod	eLon inh	Tb MetRS inh	MsrA inh	STEP block	Scp-1 inhibitor	DNMT1 inh	MsrA act	LMPTP block
Cc1nc2sc(C(c3ccco3)N3CCN(c4ccccc4)CC3)c(O)n2n1 (stereo unspecified)
 : -11	4	-13	-0.6	0.5	-1	6	-1	-1	-0.2
Cc1ccccc1NC(=O)NCCCCc1ccccc1
 : 6	-10	-19	-0.3	0.2	-1	-14	0	-2	0.8
Cc1c(OC(C)C(=O)NCc2ccccn2)ccc2c3c(c(=O)oc12)CCC3 (stereo unspecified)
 : 0	23*	-2	-0.1	1.2	1	-5	1	-1	-0.7
C/C(=N/Oc1nc(C)cc(C)n1)c1ccccc1
 : -2	-2	-13	-0.7	-0.1	-3	-4	-1	-7	0.1
O=C(CNC(=O)c1cccs1)Nc1ccncc1
 : 0	3	3	-0.5	0.1	1	-11	7	0	-0.8
CCOc1ccc(Br)cc1S(=O)(=O)Nc1ccc(N2CCOCC2)cc1
 : 2	-7	-6	-0.3	0.3	1	-7	-11	-6	1.2
OC(c1ccccc1)C(O)c1ccccc1 (stereo unspecified)
 : -3	19	0	-0.2	0.5	2	-7	4	-3	-2.6
C=C(C)Cn1c(CCNC(=O)C(C)(C)C)nc2ccccc21
 : 0	2	2	-0.5	-0.3	4	-11	-3	-1	-0.6
COc1cccc(CC2CC(=O)N(CCc3ccc4c(c3)OCO4)C2=O)c1 (stereo unspecified)
 : 3	-4	5	-0.7	0.5	-2	-10	-3	-6	-1.6
COc1ccc2c(c1)C(=NO)c1cc(OC)ccc1-2
 : -17	16	-4	-0.1	0.5	-6	-2	-6	-6	3.9
Cc1cc(/C=N/O)c(C)n1-c1ccccc1
 : -5	11	3	-1.4	-0.1	-2	-3	-1	-11	0.5
CN(C(=O)c1ccc(NC(=O)Cc2cccc(NC(=O)C3CCN(C(=O)C4CCCCC4)CC3)c2)cc1)C1CC1
 : 4	5	-6	0.0	0.4	7	4	2	-5	-1.8

This is a random part of the collection. Share with any hit: about 4.3%.
